Screening results as filed in PubChem BioAssay.
PP1 inh = PP1-alpha (human) inhibition in PP5 counter-screen | purified PP1alpha, OMFP fluorescence | inhibition, % at 6.7 µM | 0.9% of 320,000 active | P62136;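 active = inhibition above the mean inhibition of all tested compounds plus 3 SD, computed separately for each screening campaign, cut at about 15% in these data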
Target sequence (P62136 whole entry, looked up): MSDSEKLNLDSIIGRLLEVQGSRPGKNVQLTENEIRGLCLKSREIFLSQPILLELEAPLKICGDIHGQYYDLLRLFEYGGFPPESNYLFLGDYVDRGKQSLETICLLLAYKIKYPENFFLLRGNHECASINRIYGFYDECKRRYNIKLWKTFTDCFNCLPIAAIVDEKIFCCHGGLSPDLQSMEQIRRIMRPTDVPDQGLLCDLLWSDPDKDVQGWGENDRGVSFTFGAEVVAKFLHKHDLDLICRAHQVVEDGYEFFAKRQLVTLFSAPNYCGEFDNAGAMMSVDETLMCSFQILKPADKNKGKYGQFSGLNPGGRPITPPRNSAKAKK
LYPLA2 inh = counter-screen for PME1 inhibitors: inhibitors of human LYPLA2; inhibition, % at 5.9 µM; AID 2177; 0.38% of 320,000 active; recombinant LYPLA2, FP-Rh probe fluorescence polarization;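 active = inhibition above the screen-wide mean plus 3 SD, limit set per campaign, cut at about 26% in these data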;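 also: 0% = LYPLA2 with DMSO and 100% = wells lacking LYPLA2 enzyme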
Target sequence (O95372 whole entry, looked up): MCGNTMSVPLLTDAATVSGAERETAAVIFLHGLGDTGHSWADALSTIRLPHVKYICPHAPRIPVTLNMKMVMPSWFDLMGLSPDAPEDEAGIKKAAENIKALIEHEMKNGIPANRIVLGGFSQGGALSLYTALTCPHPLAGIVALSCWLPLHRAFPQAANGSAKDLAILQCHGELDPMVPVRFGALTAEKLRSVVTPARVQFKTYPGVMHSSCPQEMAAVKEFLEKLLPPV
PP5 inh = inhibitors of human protein phosphatase 5 (PP5). P53041. purified PP5c, OMFP substrate fluorescence. inhibition, % at 6.7 µM. 0.18% of 320,000 active. AID 1987;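 active = inhibition above the campaign's mean inhibition across all tested compounds plus 3 SD, cut at about 9.5% in these data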;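 also: 0% = DMSO only and 100% = 100 µM cantharidin control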
GASC-1 inh = inhibitors of human GASC-1 (JMJD2C) demethylase. Q9H3R0. GST-JMJD2C(1-420) H3K9me3 demethylation, DELFIA europium. inhibition, % at 2.35 µM. 0.069% of 330,000 active. AID 2099;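 active = more than half of a compound's replicate wells show inhibition beyond 50%, single wells judged on their own value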;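 also: signal counts dimethyl H3K9 product captured on neutravidin plate; 0% = median of DMSO wells and 100% = 0.3 times that DMSO median; strong numbers were not always called active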
Target sequence (Q9H3R0 1-420 limits assumed): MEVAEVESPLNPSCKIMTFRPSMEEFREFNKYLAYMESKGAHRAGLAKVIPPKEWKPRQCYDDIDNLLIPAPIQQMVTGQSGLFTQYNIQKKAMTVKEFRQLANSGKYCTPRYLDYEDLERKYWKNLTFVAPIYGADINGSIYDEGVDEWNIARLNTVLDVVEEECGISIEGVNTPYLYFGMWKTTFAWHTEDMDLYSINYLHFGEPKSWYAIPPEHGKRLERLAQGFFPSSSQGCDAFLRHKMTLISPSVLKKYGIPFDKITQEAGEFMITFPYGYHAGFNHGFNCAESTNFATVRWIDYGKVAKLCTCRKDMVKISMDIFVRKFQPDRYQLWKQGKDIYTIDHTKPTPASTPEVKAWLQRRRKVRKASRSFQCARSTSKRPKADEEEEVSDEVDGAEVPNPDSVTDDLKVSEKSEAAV
PREPL inhibitor = inhibits the human prolyl oligopeptidase-like enzyme; Q4J6C6; recombinant PREPL, fluorescence polarization activity-based probe; inhibition, % at 5.96 µM; 0.68% of 320,000 active; in the data active = inhibition above about 43%;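 also: 0% = enzyme with DMSO and 100% = wells lacking enzyme; many of its hits are not listed in these tables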
Fh CTSL1 inh = blocks F. hepatica cathepsin L1 in PFM18AAP counter-screen | inhibition, % at 5.96 µM | AID 1906 | recombinant F. hepatica cathepsin L1, Z-Leu-Arg-MCA fluorescence | 0.49% of 300,000 active;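 active = inhibition above the mean of all tested compounds plus 3 SD, set per screening campaign, cut at about 17% in these data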;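 also: 0% = plate median of test compound wells and 100% = 1 µM Z-Phe-Ala-diazomethylketone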
Efflux pump mplx = antifungal efflux pump inhibition, Nile Red retention. S. cerevisiae Candida pump triplex. 0.44% of 330,000 active. AID 485275. inhibition, % at 10 µM;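 active = plate passing quality check with inhibition over a set limit, or well fluorescence over plate mean plus 4 SD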;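 also: Nile Red retained in pooled yeast measured as flow cytometry median fluorescence; 0% = buffer negative control and 100% = Enniatin B positive control; higher means more Nile Red kept so more efflux inhibition; some compounds called inactive have numbers as strong as hits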
core dimer inh = HCV core protein dimerization inhibition; TR-FRET GST/Flag-core106 dimerization, 1536-well; inhibition, % at 5 µM; 0.33% of 300,000 active;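 active = inhibition above the mean of all tested compounds plus 3 SD, set per screening campaign, cut at about 45% in these data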
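Material: Tagged HCV core106 pair (GST and Flag) | Amount: GST-core106 13.5 nM, Flag-core106 17 nM | Medium: KF-containing HEPES buffer, pH 7.45, DTT, CHAPS, BSA | Reagent: Eu donor and XL665 acceptor anti-tag antibodies | Schedule: 4 h at 22.5 °C | Technique: Time-resolved FRET, ex 340 nm, em 617 and 671 nm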
TPT1 inh = C. albicans TPT1 enzyme inhibition | recombinant caTPT1, FP RNA substrate dephosphorylation | AID 1962 | 0.81% of 300,000 active | inhibition, % at 5 µM;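 active = inhibition above the mean of all tested compounds plus 3 SD, set per screening campaign, cut at about 24% in these data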;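 also: plate controls were DMSO alone for no effect and ferristatin control at 100 nM for full effect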
* marks the source's active call; other numbers are inactive results; / = no result given. Not all compounds are listed; count on the stated rates, not on these rows.

SMILES	PP1 inh	LYPLA2 inh	PP5 inh	GASC-1 inh	PREPL inhibitor	Fh CTSL1 inh	Efflux pump mplx	core dimer inh	TPT1 inh
Cn1c(SCC(=O)Nc2ccc3nc(SCC(=O)NC4CC4)sc3c2)nnc1-c1ccccc1	0	-6	0.5	-10	16	-4	1.1*	8	0
CCn1c(C)c2c([n+]1CC)CC(C)(C)CC2=O	-1	3	1.2	10	9	-4	-0.2	-5	-2
COc1ccc(CCNC(=O)c2nc(-c3cccs3)no2)cc1OC	-1	1	-1.7	-9	-23	3	0.1	0	1
Nn1c(Cc2ccccc2F)nnc1SCC(=O)N1CC(=O)Nc2ccccc21	-6	2	2.8	-1	7	0	1.1	-7	-2
COc1ccc(C2CC(c3ccccc3)=NN2C(=O)CN2N=NC3C(=O)N(c4cccc(F)c4)C(=O)C32)cc1 (stereo not given)	17*	-11	1.8	-1	-1	-2	0.3	40	1
CCOCc1nnc(NC(=O)c2cc(OC)c(OC)cc2[N+](=O)[O-])s1	-1	-4	-0.7	8	5	0	-0.1	3	-1
CC1CCc2c(sc3ncn(CCO)c(=O)c23)C1 (stereo not given)	-6	-5	-1.9	-4	3	3	0.0	0	14
O=C(CCC(=O)N1CCCC(Nc2ccccc2)C1)c1ccc(F)cc1 (stereo not given)	7	4	2.0	9	16	-2	0.0	5	0
O=C(NN1C(=O)C2C3C=CC(C4CC34)C2C1=O)c1ccc(Br)cc1 (stereo not given)	-3	2	-0.2	9	-1	-2	0.0	1	-2
O=C1CSC(=S)N1CC1CCCO1 (stereo not given)	3	-3	3.9	6	-12	6	-0.1	0	4

Continued.
SMILES	PP1 inh	LYPLA2 inh	PP5 inh	GASC-1 inh	PREPL inhibitor	Fh CTSL1 inh	Efflux pump mplx	core dimer inh	TPT1 inh
CC1CCc2sc(-c3n[nH]c(=S)o3)cc2C1 (stereo not given)	-1	3	-0.6	2	14	6	0.0	6	-3
CC(=O)NC(CC(=O)Nc1ccc(S(=O)(=O)N2CCCCC2)cc1)c1ccccc1 (stereo not given)	-1	5	3.1	3	-2	-4	0.0	-1	-5
O=C(CCN1CCN(c2ccccc2)CC1)NNC(=S)Nc1ccccc1	1	1	-1.5	5	13	4	-0.1	-4	-3
O=C(COc1c(Cl)cc(Cl)cc1Cl)c1ccc(Cl)cc1	-4	-1	1.9	-4	-17	1	0.0	-3	2
CNS(=O)(=O)c1ccc(C)c(S(=O)(=O)NC)c1	-2	5	-0.5	-3	14	1	-5.7	-11	-4
O=C1CC(c2cccs2)c2cc3c(cc2N1)OCO3 (stereo not given)	-5	3	1.2	13	8	1	0.1	4	-1
CC(=O)O[C@H](COc1c2ccoc2cc2oc(=O)ccc12)C(C)(C)O	-5	3	0.0	3	3	/	0.0	/	/
COC(=O)CN(c1cccc(F)c1)S(C)(=O)=O	-5	-4	-1.2	14	-14	1	0.1	2	3
NC(=O)CSc1nc2sc3c(c2c2ncnn12)CCCC3	-22	-3	4.7	-9	2	-2	0.2	-22	1
CN(C(=O)c1ccc(N2CCOCC2)c([N+](=O)[O-])c1)C1CCCCC1	-3	0	-2.6	4	-4	-1	-0.1	2	0

Later entries:
SMILES	PP1 inh	LYPLA2 inh	PP5 inh	GASC-1 inh	PREPL inhibitor	Fh CTSL1 inh	Efflux pump mplx	core dimer inh	TPT1 inh
CS(=O)(=O)NN1C(=O)c2ccccc2NC12CCCC2	-9	1	-0.2	8	-1	-2	0.0	0	-8
Cc1ccc(S(=O)(=O)N2CCN(Cc3nc4ccccc4n3C)CC2)cc1	-1	1	0.2	2	-15	-7	0.0	8	3
Cc1cc(C)c(C)c(OCC(=O)NCC2CCCO2)c1 (stereo not given)	1	-3	-0.7	-1	0	2	0.0	1	4
C=C(C)CN1C(=O)c2ccccc2C1=O	-2	7	2.8	-2	1	-2	0.1	-7	0
Cc1ccc2nc(N(CCCN(C)C)C(=O)CS(=O)(=O)c3ccccc3)sc2c1	3	7	-0.9	-1	-81	7	0.0	-3	1
CCCN1CCN(CC(=O)Nc2nncs2)CC1	-6	3	0.8	5	-11	1	0.0	1	-2
Cc1ccc(C)c(S(=O)(=O)NCc2ccc(C(=O)N3CCOCC3)cc2)c1	-2	1	-1.1	2	4	-1	0.2	3	-2
C/C=C/c1ccc(OCCCCN2C(=O)NC(C)(C)C2=O)c(OC)c1	1	8	2.4	45	9	1	-0.1	-3	-4
COc1cccc2cc(C(=O)C3=C(O)C(=O)N(CCN(C)C)C3c3ccc(Cl)cc3)oc12 (stereo not given)	7	-2	-0.5	3	13	-1	0.1	7	0
S=C(NCCC1=CCCCC1)Nc1ccccc1	5	7	0.6	-6	9	2	-0.1	2	-6

One compound at a time (already shown). Values in the order: PP1 inh | LYPLA2 inh | PP5 inh | GASC-1 inh | PREPL inhibitor | Fh CTSL1 inh | Efflux pump mplx | core dimer inh | TPT1 inh
Shown for `CS(=O)(=O)NN1C(=O)c2ccccc2NC12CCCC2` → -9 | 1 | -0.2 | 8 | -1 | -2 | 0.0 | 0 | -8
Shown for `COc1cccc2cc(C(=O)C3=C(O)C(=O)N(CCN(C)C)C3c3ccc(Cl)cc3)oc12` (stereo not given) → 7 | -2 | -0.5 | 3 | 13 | -1 | 0.1 | 7 | 0
Shown for `Cc1ccc(C)c(S(=O)(=O)NCc2ccc(C(=O)N3CCOCC3)cc2)c1` → -2 | 1 | -1.1 | 2 | 4 | -1 | 0.2 | 3 | -2
Shown for `S=C(NCCC1=CCCCC1)Nc1ccccc1` → 5 | 7 | 0.6 | -6 | 9 | 2 | -0.1 | 2 | -6

The list continues.
| SMILES | PP1 inh | LYPLA2 inh | PP5 inh | GASC-1 inh | PREPL inhibitor | Fh CTSL1 inh | Efflux pump mplx | core dimer inh | TPT1 inh |
| --- | --- | --- | --- | --- | --- | --- | --- | --- | --- |
| C=C(C)c1cccc(C(C)(C)NC(=O)NCc2ccncc2)c1 | -5 | 2 | -2.8 | -6 | -5 | -3 | 0.1 | 1 | 2 |
| Cc1cccc(OCC(=O)N/N=C\C=C\c2ccc3c(c2)OCO3)c1C | 9 | 10 | 2.0 | -9 | 9 | 0 | -0.1 | -2 | -1 |
| O=C(CSc1nnc2ccccn12)N1CCc2ccccc21 | -1 | 1 | -0.5 | -9 | 15 | 0 | 0.0 | -5 | 3 |
| O=C(CSc1nc2ccccc2[nH]1)N1CCN(C(=O)c2ccco2)CC1 | -1 | 5 | 0.1 | 2 | -6 | 9 | 0.0 | -4 | -1 |
| CCCCCCC(=O)Nc1nc(C)c(-c2csc(Nc3ccc(Cl)cc3)n2)s1 | 2 | -14 | 1.9 | -17 | 19 | 1 | / | 1 | 7 |
| Cc1cc(O)cc(O)c1C(=O)Cc1ccccc1 | -2 | 1 | 1.8 | -6 | -5 | -4 | 0.1 | -2 | -3 |
| COc1ccccc1CCNC(=O)c1c(C)nn(CC(C)C)c1Cl | 2 | 0 | 1.2 | 2 | 2 | 2 | 0.2 | 1 | -3 |
| CN(Cc1nc2ccccc2s1)C(=O)c1ccc(F)cc1 | -2 | 2 | 0.5 | 8 | -6 | 2 | -0.1 | 6 | 3 |
| Nc1ccc(S(=O)(=O)c2ccc(N)cc2)cc1 | 1 | 2 | -1.3 | -2 | -5 | -3 | 0.1 | -3 | -3 |
| N/C(=N\OC(=O)CCCc1ccccc1)c1cccc([N+](=O)[O-])c1 | 1 | 4 | 2.5 | 36 | 17 | -56 | 0.0 | 5 | 0 |
| Fc1ccc(Cn2nnc3ccccc32)cc1 | 0 | 1 | 1.1 | -19 | -1 | 7 | 0.2 | 1 | 2 |
| CCN1C(=O)c2n[nH]c(C(=O)OC)c2C1=O | -1 | -2 | 1.0 | 7 | 2 | 1 | 0.1 | -1 | -4 |
| COC(=O)c1ccc(COC(=O)CNC(=O)c2ccc(-c3ccccc3)cc2)cc1 | 3 | 2 | 2.7 | 5 | -39 | 1 | -0.1 | 1 | 1 |
| CCn1c(CCNC(=O)c2ccc(OC)c(OC)c2)nc2ccccc21 | 1 | -4 | 0.3 | -5 | 4 | -1 | -0.1 | 5 | 1 |
| O=C(NNC1=NCCC1)c1cccc(S(=O)(=O)N2CCOCC2)c1 | 0 | 0 | 1.3 | 0 | 4 | 0 | -0.5 | -3 | 1 |
| Cc1ccc(C)c(S(=O)(=O)N2CCCC2CNC(=O)C(=O)NC2CCCCCC2)c1 (stereo not given) | -1 | -1 | 2.0 | 2 | 2 | -5 | 0.0 | 0 | 1 |
| O=[N+]([O-])c1ccccc1N/N=C\c1ccccc1Cl | 3 | 2 | 4.2 | 34 | 15 | 1 | 0.0 | 11 | 4 |
| CCOC(=O)c1sc2nccc(N(C)C)c2c1N=CNOC | -2 | -9 | 1.0 | -18 | 16 | 2 | 0.1 | 5 | 2 |
| Cn1c(Cc2cccs2)nnc1SCC(=O)Nc1ccc(F)cc1F | -4 | 3 | 0.1 | 94 | 0 | 2 | 0.1 | 2 | 1 |
| O=C(O)c1ccccc1C(=O)Nc1ccccn1 | 0 | 7 | 0.7 | 9 | 6 | -1 | -0.1 | -1 | 0 |

Next part; it opens with the four that closed the last part.
| SMILES | PP1 inh | LYPLA2 inh | PP5 inh | GASC-1 inh | PREPL inhibitor | Fh CTSL1 inh | Efflux pump mplx | core dimer inh | TPT1 inh |
| --- | --- | --- | --- | --- | --- | --- | --- | --- | --- |
| O=[N+]([O-])c1ccccc1N/N=C\c1ccccc1Cl | 3 | 2 | 4.2 | 34 | 15 | 1 | 0.0 | 11 | 4 |
| CCOC(=O)c1sc2nccc(N(C)C)c2c1N=CNOC | -2 | -9 | 1.0 | -18 | 16 | 2 | 0.1 | 5 | 2 |
| Cn1c(Cc2cccs2)nnc1SCC(=O)Nc1ccc(F)cc1F | -4 | 3 | 0.1 | 94 | 0 | 2 | 0.1 | 2 | 1 |
| O=C(O)c1ccccc1C(=O)Nc1ccccn1 | 0 | 7 | 0.7 | 9 | 6 | -1 | -0.1 | -1 | 0 |
| COC(=O)N/N=C(\CCC(=O)O)c1cccs1 | 1 | 0 | -0.2 | -3 | -6 | 0 | 0.0 | -7 | 0 |
| Fc1ccc(OCCOCCN2CCNCC2)cc1 | 4 | 4 | 0.6 | -14 | 4 | 1 | 0.0 | -2 | 0 |
| O=C(Cc1ccc(Cl)cc1)N1CCN(c2ccccc2)CC1 | 3 | -6 | 0.9 | 10 | -6 | 1 | -0.8 | 8 | -3 |
| Cc1cccc(NC(=O)C2CCCN(S(=O)(=O)c3ccc(-n4cnnn4)cc3)C2)c1 (stereo not given) | -1 | 1 | 4.7 | -14 | 2 | -1 | 0.0 | 3 | 0 |
| O=C(CCn1c(=O)[nH]c2ccsc2c1=O)N1CC(=O)N(CCc2ccccc2)C(=O)C1 | 1 | -3 | -1.5 | 2 | -2 | -1 | 0.0 | 0 | 0 |
| CC(=O)Nc1ccc(C(=O)N/N=C/c2cc(Br)cc(Br)c2O)cc1 | -3 | -16 | 1.2 | 0 | 3 | -3 | 0.2 | -10 | 16 |
| COc1ccc(N2CCN(c3ncnc4scc(-c5ccc(F)cc5)c34)CC2)cc1 | 0 | 1 | 1.5 | 23 | 35 | 0 | -0.4 | 1 | 0 |
| C/C(=N\O)C(=O)NCc1ccccn1 | 5 | 6 | 0.5 | -5 | 1 | -3 | -0.1 | -5 | -4 |
